# Compound activity deposited in PubChem BioAssay by National Center for Advancing Translational Sciences (NCATS).
# N370S GC – inhibits or activates N370S mutant glucocerebrosidase | P04062 | N370S GC spleen homogenate, 4MU-glucoside fluorescence | Potency, µM (titrated, usually from 59.4 µM), without a hit: at the top dose activity change, negative = inhibition, actives largely listed as inhibitors | actives 0.092% (n = 330,000) | AID 2101;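 note: 0% = full enzyme activity and -100% = no enzyme basal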
# DT40 TDP1 no CPT – qHTS for Inhibitors of human tyrosyl-DNA phosphodiesterase 1 (TDP1): qHTS in cells in absence of CPT | DT40 Tdp1-/- hTDP1 cells, no CPT, ATP luminescence, 48 h | actives 15% (n = 420,000) | Potency, µM (doses to about 46.2 µM), inactives show top-dose activity change, negative = growth inhibition, hits mostly inhibitors; note: nearly all actives have a fitted effect of over 55% in size
#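 No-CPT arm: Tdp1-/-;hTDP1 DT40 cells (400/well) plus compounds, incubated ≥48 hr at 37 °C. Readout CellTiter-Glo luminescence.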
# TDP1 inh – inhibitors of human tyrosyl-DNA phosphodiesterase TDP1; AID 485290; Potency, µM (highest dose often 130 µM), inactives show top-dose activity change, negative = inhibition, hits mostly inhibitors; recombinant TDP1, AlphaScreen DNA substrate cleavage; Q9NUW8; actives 0.28% (n = 350,000); note: nearly all actives have a fitted effect of over 40% in size
# Target sequence (Q9NUW8 whole entry, looked up): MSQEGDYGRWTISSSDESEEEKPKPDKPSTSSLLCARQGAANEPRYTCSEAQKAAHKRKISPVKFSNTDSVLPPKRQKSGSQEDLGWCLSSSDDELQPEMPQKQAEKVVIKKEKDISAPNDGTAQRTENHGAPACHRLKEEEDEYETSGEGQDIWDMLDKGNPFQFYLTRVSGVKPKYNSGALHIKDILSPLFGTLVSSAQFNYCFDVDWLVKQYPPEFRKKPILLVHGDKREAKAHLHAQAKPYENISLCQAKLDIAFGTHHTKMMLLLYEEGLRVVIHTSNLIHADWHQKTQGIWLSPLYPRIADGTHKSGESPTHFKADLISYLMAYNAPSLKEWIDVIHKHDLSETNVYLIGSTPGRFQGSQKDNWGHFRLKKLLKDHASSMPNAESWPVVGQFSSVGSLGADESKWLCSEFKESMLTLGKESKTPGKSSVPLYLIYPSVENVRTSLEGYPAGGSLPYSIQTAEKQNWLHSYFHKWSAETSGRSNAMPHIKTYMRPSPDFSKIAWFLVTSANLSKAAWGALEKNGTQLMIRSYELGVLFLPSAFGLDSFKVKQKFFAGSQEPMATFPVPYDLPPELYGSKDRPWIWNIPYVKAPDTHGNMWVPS
#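 Compounds were preincubated with Tdp1 (1 nM final) for 15 min at room temperature before substrate (15 nM final) started a 5 min reaction; beads (10 ug/ml final) were then added for 10 min before AlphaScreen detection.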
# Starred values were filed as active, the others as inactive; ? = inconclusive; nt = not tested or not shown; & = joins results of further samples; [ ] = another dose, or the depositor's remark. Calls come from the whole dose curve; as a rule, active = well fitted curve in the direction sought with a large enough effect; inconclusive = small, poorly fitted or top-dose-only effect, or another doubt; inactive = no such curve, though single readings can be large; an effect the other way counts as inactive or inconclusive. Unless noted, % is set by controls: 0 for no effect and ±100 for the full control effect; potency is the fitted concentration of half-maximal effect. An excerpt (hit frequency here may not be typical).
SMILES,N370S GC,DT40 TDP1 no CPT,TDP1 inh
COC(=O)c1ccc(C2/C(=C(\O)c3cccc(OC)c3)C(=O)C(=O)N2CCCN2CCOCC2)cc1 (configuration not stated),?,-3%,-3%
CC1=C(C(=O)N2CCOCC2)C(c2cccc(C)c2)NC(=S)N1 (configuration not stated),5%,-4%,1%
C#CCOCCOCCOCCNc1nc(N2CCN(C(=O)[C@H](CC(N)=O)n3cc(C(N)[C@H](C)CC)nn3)CC2)nc(N2CCN(C(=O)[C@H](CC(N)=O)n3cc(C(N)[C@@H](C)CC)nn3)CC2)n1 (some centres not stated),nt,-24%,0%
COc1ccc(OCCCC(=O)OCC(=O)Nc2ncc(Cl)cc2Cl)cc1,-6%,-3%,nt
O=C(NC(=O)N1CCN(c2ccc([N+](=O)[O-])cn2)CC1)c1c(Cl)cccc1Cl,5%,?,nt
CCCCn1c(-c2cccc(C)c2)nc2cc3[nH]c(=O)c(C(C)C)nc3cc21,?,?,nt
O=C(COc1cccc(Cl)c1)Nc1nc(-c2ccc(S(=O)(=O)N3CCOCC3)cc2)cs1,29%,12µM*,-2%
Cc1ccc(CN2CCC(CNC(=O)c3cnn(-c4ccccc4Cl)c3C3CCN(C(=O)OC(C)(C)C)CC3)CC2)cc1,nt,4.6µM*,-2%
Cc1noc(C)c1-c1nc(NCc2cccnc2)c2ccccc2n1,?,?,?
N#Cc1cccc(NC(=O)c2ccccc2C(=O)O)c1,4%,-5%,0%
NCC(c1ccccc1Cl)c1c[nH]c2ccccc12 (configuration not stated),-14%,13µM*,4%
Cc1ccc2oc(=O)n(CCCOc3ccccc3Cl)c2c1,nt,?,-14%
COc1cccc(-c2cn3nc4c(nc3n2)CCCC4)c1,-8%,16µM*,2%
COC(=O)c1ccc2c(c1)C(=O)/C(=C/c1ccc(C)cc1)O2,8%,13µM*,5%
Cc1ccc(C)c(-c2cc(C(=O)NN3CCOCC3)c3ccccc3n2)c1,3%,?,-3%
COc1cc(OC)nc(Oc2ccccc2C(=O)Oc2cccc(C)c2)n1,10%,?,-1%
COc1cc([N+](=O)[O-])cc(/C=N/NC(=O)c2ccc(C)nc2)c1O,-12%,2.9µM*,-7%
CN1CCc2c(sc(NC(=O)CSc3ccc(F)cc3)c2-c2nc3ccccc3s2)C1,nt,16µM*,-3%
COc1ccc(/C=N\NC(=O)CNC(=O)C2COc3ccccc3O2)cc1[N+](=O)[O-] (configuration not stated),-8%,-28%,3%
Cc1cccc(N(CC(=O)NC2CCCCC2)C(=O)CCC(=O)Nc2nccs2)c1,-5%,1%,8%[0.0935 µM]
COc1ccc(S(=O)(=O)N2CCOC2CNC(=O)C(=O)NCCc2ccc(S(N)(=O)=O)cc2)cc1 (configuration not stated),-9%,-11%,nt
O=C(CCCCCNc1nc(=S)[nH]c2ccccc12)N1CCN(c2ccccn2)CC1,-6%,nt,3%
CC(=O)N1CCC2(CCCN(C(c3ccccc3)c3ccccc3)C2)CC1,5%,?,nt
Cc1nc(COc2ccccc2Cl)sc1-c1ccnc(N)n1,-3%,?,nt

# One compound at a time, from the list above. Order of screens: N370S GC | DT40 TDP1 no CPT | TDP1 inh
# O=C(CCCCCNc1nc(=S)[nH]c2ccccc12)N1CCN(c2ccccn2)CC1 is listed as -6% | nt | 3%
# Cc1cccc(N(CC(=O)NC2CCCCC2)C(=O)CCC(=O)Nc2nccs2)c1 is listed as -5% | 1% | 8%[0.0935 µM]
# CC(=O)N1CCC2(CCCN(C(c3ccccc3)c3ccccc3)C2)CC1 is listed as 5% | ? | nt

# Taken from above.
# Reading for COc1cccc(-c2cn3nc4c(nc3n2)CCCC4)c1 under TDP1 inh: 2%
# Reading for Cc1cccc(N(CC(=O)NC2CCCCC2)C(=O)CCC(=O)Nc2nccs2)c1 under N370S GC: -5%
# Reading for COc1cc([N+](=O)[O-])cc(/C=N/NC(=O)c2ccc(C)nc2)c1O under TDP1 inh: -7%
# Reading for CC(=O)N1CCC2(CCCN(C(c3ccccc3)c3ccccc3)C2)CC1 under N370S GC: 5%
# Reading for COc1ccc(/C=N\NC(=O)CNC(=O)C2COc3ccccc3O2)cc1[N+](=O)[O-] (configuration not stated) under DT40 TDP1 no CPT: -28%
# Reading for Cc1nc(COc2ccccc2Cl)sc1-c1ccnc(N)n1 under N370S GC: -3%

# Remaining list, next part
SMILES,N370S GC,DT40 TDP1 no CPT,TDP1 inh
O=S(=O)(Nc1ccncc1Cl)c1cccc(Cl)c1Cl,-1%,5%,-3%
COc1cccc(C(=O)OCCN2CCOCC2)c1,-25%,-7%,-8%
CCCc1ccc2oc(C(=O)N3CCC(O)CC3)c(C)c2c1,-5%,-19%,2%
COC(=O)c1ccc(Nc2ncnc3c2cnn3C)cc1,nt,-8%,8%
CC(O)[C@H]1CNC(=O)C(=O)N1CCc1cc(C(F)(F)F)cc(C(F)(F)F)c1 (some centres not stated),-1%,2%,2%
COc1cccc(OC)c1OCCNCCO,-8%,2%,3%
Cc1cccc(Oc2cnn(C(C)(C)C)c(=O)c2Cl)c1,7%,?,-2%
CCOC(=O)N1CCN(c2c(NCCCOC(C)C)c(=O)c2=O)CC1,16%,-6%,-2%
CCCN1CCC(NC(=S)Nc2ccc(S(N)(=O)=O)cc2)CC1,4%,-5%,3%
CCCC(=O)N(CCN1CCOCC1)c1nc2c(C)ccc(C)c2s1,-16%,-22%,6%
OC1(Cc2ccccc2)CCNCC1,-23%&-8%,-13%,6%&4%
COc1ccc(N2C(=O)C3[C@@H](C2=O)C2(Cl)C(Cl)=C(Cl)C3(Cl)C2(OC)OC)cc1 (some centres not stated),-11%,-13%,3%
Cc1ccc(Cc2cnc(NC(=O)/C(C#N)=C/c3ccc(-c4ccccc4[N+](=O)[O-])o3)s2)cc1,3%,?,6%
Cc1ccc(NC(=O)COC(=O)C2CC2)cc1Cl,nt,7%,0%
COc1ccc(NC(=O)Cc2csc(COc3cccc(C)c3)n2)cc1OC,nt,26µM*,6%
Cc1ccc(S(=O)(=O)N2CCN(c3ncnc4sccc34)CC2)cc1,-2%,3.3µM*,3%
Cc1ccc(C)c(NC(=O)C2CC(O)CN2C(=O)OCc2ccccc2)c1 (configuration not stated),-26%,1%,4%
COc1ccc(CNC2CCCc3ccccc32)cc1OC (configuration not stated),-3%,18µM*,-5%
O=C(NCc1ccc2c(c1)OCO2)C1CCN(S(=O)(=O)c2ccc(F)cc2)CC1,-4%,-29%,4%
COc1ccc(N2CCN(CC(=O)Nc3nc(C)cs3)CC2)cc1,-2%,-5%,nt
COc1ccc(OCCNC(=O)C(c2ccccc2)c2ccccc2)cc1,4%,?,7%
CCN1CCc2c(OCc3ccc(C)cc3)cccc2C1=O,4%,2%,3%
O=C(Nc1ccc(N2CCCC2)c(Cl)c1)c1cccnc1,5%,?,2%
CCOC(=O)c1c(C)[nH]c(CCC(=O)Nc2c(C)cccc2CC)c1C,nt,16µM*,0%

# 3 compounds from above, showing only N370S GC and TDP1 inh:
compound,N370S GC,TDP1 inh
COc1ccc(OCCNC(=O)C(c2ccccc2)c2ccccc2)cc1,4%,7%
CCOC(=O)c1c(C)[nH]c(CCC(=O)Nc2c(C)cccc2CC)c1C,nt,0%
Cc1ccc(S(=O)(=O)N2CCN(c3ncnc4sccc34)CC2)cc1,-2%,3%

# The list goes on.
SMILES,N370S GC,DT40 TDP1 no CPT,TDP1 inh
COc1ccc(N2CCN(C(=O)CCN3C(=O)C4C5C=CC(C5)C4C3=O)CC2)cc1 (configuration not stated),3%,-13%,0%
CCC(=O)Nc1c(-c2ccc(C)cc2)c(=O)c2ccccc2n1C,-17%,15%,nt
Cc1ccc2c(c1)cc(C(=O)NCc1ccc(F)cc1)n2C,nt,?,2%
CCCCN(C(=O)c1ccc(COc2ccccc2)o1)c1c(N)n(CC(C)C)c(=O)[nH]c1=O,nt,3%,0%
COc1ccc(C)cc1-n1nnnc1SCC(=O)NC(=O)NCc1ccco1,10%,-27%,-6%
COCCNC(=O)C(OC(=O)c1nsc(Cl)c1Cl)C(C)C (configuration not stated),18%,-26%,2%
CCCCCC(O)CCCC(=O)O (configuration not stated),1%&-14%&2%,14%,11%[56.1 µM]
O=C(N/N=C/c1coc2ccc(Cl)cc2c1=O)c1cc(O)cc(O)c1,-18%,-16%,7%[56.1 µM]
O=S(=O)(c1ccccc1)c1nc(-c2ccccc2Cl)oc1NCCCN1CCOCC1,nt,23µM*,8%
N#C/C(=C/c1ccc(-c2ccccc2[N+](=O)[O-])o1)C(=O)NCCN1CCCCC1,-22%,-14%,11%
CCc1ccccc1NC(=O)CSc1nc(-c2ccccc2OC)nc2c1Cc1c(CO)cnc(C)c1O2,nt,?,0%
Cc1ccc(CNc2nc3c([nH]2)c(=O)n(C)c(=O)n3C)cc1,-2%,?,6%
CCC(C)CCN1C(N(C)C)=NC[C@@H]1Cc1ccccc1 (some centres not stated),-6%,?,-1%
O=C(CSc1nc(-c2ccccc2)nc2c1CCCC2)N1CCOCC1,9%,?,8%
O=C(Nc1ccc(S(=O)(=O)N2CCOCC2)cc1)C1CC(=O)N(c2ccc(F)cc2)C1 (configuration not stated),0%,-11%,nt
Cc1ccc(C(=O)N/N=C\c2cccs2)cn1,-14%,-7%,0%
CC(=O)c1ccc(OCCCC(=O)Nc2ccc(C)c(S(=O)(=O)N3CCOCC3)c2)cc1,1%,?,0%
CCOCCCNC(=O)CN1C(=O)COc2ccc(S(=O)(=O)N3CCOCC3)cc21,-5%,28%&-21%,3%&0%
COc1ccc(C(C)=O)cc1COC(=O)c1cc(C)oc1C,9%,-8%,6%
O=C(Nc1ccc2nc3n(c(=O)c2c1)CCCCC3)c1ccccc1Cl,1%,?,5%
CC(=O)Nc1ccc(C(=O)OCC(=O)N2CCCC2=O)cc1,nt,2%,1%
O=C(CSc1ccccn1)Nc1ccc2[nH]c(=O)[nH]c2c1,nt,17%,0%
Cc1ccc(N=C2C(=O)Nc3c(C)cccc32)cc1,0%,-22%,7%
Cc1ccc(S(=O)(=O)NC(C)C(=O)Nc2ccc3c(c2)OCO3)cc1 (configuration not stated),-10%,-2%,-2%
O=C(CC1C(=O)NCCN1C(=O)Nc1ccc(F)cc1F)Nc1ccc(F)cc1 (configuration not stated),-16%,-24%,-4%
Cc1ccc(S(=O)(=O)Nc2cc(C)c(O)c(S(=O)(=O)c3ccc(C)cc3)c2)cc1,17%,-14%,4%
COc1ccc(/C=C/C(=O)N2CCNC(=O)C2)c(OC)c1,-10%,7%,5%
O=C(NC1(C(F)(F)F)N=C(c2ccccc2)N(C2CCCCC2)C1=O)c1ccccc1F (configuration not stated),nt,?,3%
C=CCN(C(=O)c1csnn1)C(C(=O)NC1CCCC1)c1cccs1 (configuration not stated),-12%,-13%,nt
O=C1COc2ccc(S(=O)(=O)NCCc3ccc(Cl)cc3)cc2N1,-9%,?,nt
CCCCC/C=C\C[C@@H](O)/C=C/C=C/C=C/[C@@H](O)CCCC(=O)O,7%,nt,5%
CCC(C)CCN1C(Nc2ccccc2)=NC[C@@H]1CC(C)C (some centres not stated),-12%,16µM*,nt
O=c1[nH]cc(COCC(F)CCl)c(=O)[nH]1 (configuration not stated),12%,-13%,1%
CCOC(=O)c1c(S(=O)(=O)N2CCN(c3ccc(F)cc3)CC2)c(C)n(C)c1C,-2%,4%,4%
Cc1c(Cl)cccc1N1C(=O)CC(NNC(=O)c2cccs2)C1=O (configuration not stated),-3%,-2%,2%
CC(=O)NCc1cc(-c2ccc(Cl)cc2)no1,2%,3%,-6%
COc1cc(NC(=O)C2=C(N3CCOCC3)/C(=C\c3ccc(Cl)cc3Cl)CC2)cc(OC)c1OC,-2%,16µM*,1%
CSc1cccc(Nc2ccc(S(=O)(=O)N3CCOCC3)cc2[N+](=O)[O-])c1,nt,?,8%
COc1ccc2c(C)c(CCC(=O)NC3CC3)c(=O)oc2c1,8%,?,nt
CCCCCC(=O)Nc1cccc(S(=O)(=O)NC2=NCCCCC2)c1,nt,-30%,0%
CCOc1ccc(CNc2ccc(N3CCN(Cc4ccccc4)CC3)cc2)cc1,-1%,?,9%
COc1cccc(NC(=O)c2cc(-c3ccncc3)nc3c(C)cc(C)cc23)c1,21%,23µM*,-3%
O=S(=O)(Nc1ccc(Br)cc1)c1ccc2nc(-c3ccccc3)[nH]c2c1,nt,?,8%
COCCNC(=O)CN1CCN(C(c2ccccc2)c2ccccc2)CC1,2%,-15%,1%
CCN(CC)CCCNC(=O)Cn1cnc2sc(C)c(S(=O)(=O)N3CCC(C)CC3)c2c1=O,5%,-2%,3%
O=C(CN1C(=O)NC2NC(=O)NC21)N/N=C/c1ccc(F)cc1 (configuration not stated),12%,11%,5%
Cc1ccc(-c2nnn3c2nc(NCCc2ccccc2)c2ccccc23)cc1,nt,-23%,-1%
Cc1ccccc1NC(=O)Cc1nc(-c2c[nH]c(C(=O)N3CCCC3)c2)cs1,nt,?,6%
COc1cc2c(cc1OC)CC(=O)N(C)CC2,0%,1%,-3%
CCCc1cn(S(=O)(=O)c2ccc(OC)cc2OC)nc1N,-3%,-16%,3%
COc1cccc(C2=CC(c3ccc(C)cc3)n3ncnc3N2)c1 (configuration not stated),6%,nt,6%
